# Screening results (PubChem)
# Anthrax LF prot = blocks Bacillus anthracis lethal factor protease. P15917. multiplex microsphere protease cleavage assay, LF. inhibition, % at 10 µM. 360,000 compounds, 0.12% hits. AID 588501; note: plate controls were buffer without enzyme for full effect and enzyme alone for no effect
# BoNT A protease = BoNT A light chain protease inhibition; multiplex microsphere protease substrate cleavage, flow cytometry; inhibition, % at 10 µM; 360,000 compounds, 0.17% hits; AID 588499; note: plate controls were buffer without enzyme for full effect and enzyme alone for no effect
# PrPC surface inh = inhibitors of human cell surface prion protein PrPC. P04156. inhibition, % at 13.8 µM. 370,000 compounds, 0.43% hits. TR-FRET read-out; in the data active = inhibition above about 24%; note: 0% = median of the test wells and 100% = reference compound wells
# BoNT-F LC inh = blocks Botulinum neurotoxin F light chain protease | Multiplex microsphere protease cleavage assay, flow cytometry | inhibition, % at 10 µM | 360,000 compounds, 0.22% hits | AID 588497; in the data active = inhibition above about 35%, passing the limit was not always enough; inconclusive = no clear call, values can overlap the other calls; note: plate controls were buffer without enzyme for full effect and enzyme alone for no effect
# SARS 3CLpro inh = SARS-CoV 3CLpro protease inhibition. P0C6X7. recombinant SARS-CoV 3CLpro, quenched FRET peptide cleavage. inhibition, % at 6 µM. 290,000 compounds, 0.14% hits; in the data active = inhibition above about 12%
# MazEF act = activators of E. coli MazEF toxin-antitoxin RNase; P0AE70; FAM/BHQ RNA-DNA oligo cleavage fluorescence, 5 h; activation, % at 20 µM; 350,000 compounds, 0.32% hits; in the data active = activation above about 50%
# Target sequence (P0AE70 whole entry, looked up): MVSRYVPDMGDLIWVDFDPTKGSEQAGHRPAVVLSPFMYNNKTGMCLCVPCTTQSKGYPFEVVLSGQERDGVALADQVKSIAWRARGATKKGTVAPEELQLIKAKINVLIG
# Rv3671c inh = Rv3671c (M. tuberculosis) protease inhibition | P9WHR9 | inhibition, % at 5.96 µM | 320,000 compounds, 0.048% hits; in the data active = inhibition above about 38%;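 note: extracellular domain of Rv3671c used as enzyme; 0% = enzyme with DMSO and 100% = no enzyme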
# Target sequence (P9WHR9 whole entry, looked up, the tested form may be a part): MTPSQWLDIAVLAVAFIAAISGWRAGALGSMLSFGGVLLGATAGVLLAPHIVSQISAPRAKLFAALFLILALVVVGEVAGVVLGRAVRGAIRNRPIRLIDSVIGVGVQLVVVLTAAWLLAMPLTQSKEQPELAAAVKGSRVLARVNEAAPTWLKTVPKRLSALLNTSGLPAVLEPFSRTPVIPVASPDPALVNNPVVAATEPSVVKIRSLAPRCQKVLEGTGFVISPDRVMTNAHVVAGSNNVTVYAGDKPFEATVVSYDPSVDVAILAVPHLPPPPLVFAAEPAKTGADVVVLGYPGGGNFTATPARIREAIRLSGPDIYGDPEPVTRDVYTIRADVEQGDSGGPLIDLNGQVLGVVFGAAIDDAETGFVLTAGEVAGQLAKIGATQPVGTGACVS
# SSB-PriA inh = inhibitors of Klebsiella pneumoniae PriA binding to SSB C-terminal tail; AlphaScreen SSBct-PriA binding, biotinylated peptide; inhibition, % at 33 µM; 430,000 compounds, 0.6% hits; in the data active = inhibition mostly above about 37%, no sharp cut-off; inactive = mostly below about 20%;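 note: plate controls were negative control peptide for no effect and reference peptide for full effect; strong numbers were not always called active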
# CCHFV vOTU inh = CCHFV vOTU protease inhibition; Pep-AMC fluorescence; inhibition, % at 11.5 µM; 370,000 compounds, 0.55% hits; AID 651958; in the data active = inhibition above about 30%; note: 0% = vehicle wells with enzyme and 100% = no enzyme wells
# VHR inh abs = inhibitors of human VHR1 phosphatase (DUSP3). P51452. 290,000 compounds, 0.52% hits. recombinant VHR phosphatase, pNPP absorbance. AID 1654. inhibition, % at 13.3 µM; in the data active = inhibition above about 50%; note: some compounds called inactive have numbers as strong as hits
# Target sequence (P51452 whole entry, looked up): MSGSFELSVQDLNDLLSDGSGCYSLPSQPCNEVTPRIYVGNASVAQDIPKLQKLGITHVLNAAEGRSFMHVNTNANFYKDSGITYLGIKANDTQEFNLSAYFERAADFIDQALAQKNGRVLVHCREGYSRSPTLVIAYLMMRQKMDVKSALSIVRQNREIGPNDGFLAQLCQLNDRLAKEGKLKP
# Starred values were filed as active, the others as inactive; ? = inconclusive; nt = not tested or not shown; & = joins results of further samples. Cut-off read from the data, not from the text of the source, unless noted: active = inhibition above about 30%; inconclusive = no clear call, values can overlap the other calls; inactive = below that.
Molecule	Anthrax LF prot	BoNT A protease	PrPC surface inh	BoNT-F LC inh	SARS 3CLpro inh	MazEF act	Rv3671c inh	SSB-PriA inh	CCHFV vOTU inh	VHR inh abs
O=c1cc(O)n(Cc2ccc(F)cc2)c(=O)[nH]1	-15	-2.4	-2	10	0	-7	nt	2	-14	-11
COc1ccc2c(c1)OC1=C(C(=O)CCC1)C2C1=C(O)CCCC1=O (centres undefined)	-2	-0.3	-2	-3	-5	-3	4	-16	-3	17
Cc1ccccc1NC(=S)N(C)Cc1cccs1	-3	-0.1	7	-19	-3	7	-1	0	-6	4
CC1CN(C(=O)COC(=O)c2cc(Cl)ccc2[N+](=O)[O-])CC(C)O1 (centres undefined)	2	2.4	-8	3	2	-5	5	-6	13	-8
O=c1[nH]cnc2c1c(-c1ccccc1)cn2-c1ccc(Br)cc1	-2	0.3	-4	0	-1	-6	-7	-4	-13	1
CN(CC(=O)Nc1cccc(F)c1)C(=O)c1cn(-c2ccccc2)nc1-c1ccc(Cl)cc1	1	-1.1	1	1	nt	-1	-112	3	17	nt
N#Cc1cccc(NC(=O)COC(=O)c2cccc(N3C(=O)c4ccccc4C3=O)c2)c1	4	0.0	-5	4	-6	-5	-15	-12	-15	32
Cc1cccc(-n2cccc2)c1C#N	-1	0.4	3	-2	9	-4	0	-5	5	28
CN(C(=O)Cc1c(C(=O)O)n(C)c2ccccc12)c1ccc(Cl)cc1	8	2.7	12	14	0	7	-1	-11	23	6
CCc1nccn1CCC(=O)N1CCCC(Nc2ccc(F)cc2)C1 (centres undefined)	0	-0.4	-2	-2	-5	7	8	3	-6	24
CC(C)(C)Cc1nnc(NC(=O)CN2C(=O)c3ccccc3C2=O)s1	-7	-0.9	6	-4	-1	1	0	-13	9	28
COC(=O)c1ccccc1NC(=O)C1CC(c2ccc(F)cc2)=NO1 (centres undefined)	-2	-0.5	1	0	3	7	-2	-17	-12	8
COc1ccc(CCNC(=O)c2cc(-c3ccc(C)c(C)c3O)n[nH]2)cc1OC	4	-0.2	-5	-6	-3	-4	-6	-12	1	-8
O=C(CCCN1C(=O)C(=Cc2ccc3c(c2)OCO3)SC1=S)Nc1ccc(C(=O)O)c(O)c1	0	0.8	-26	3	nt	nt	nt	nt	23	nt
COCOCCn1cc(CN2CCS(=O)(=O)N(Cc3ccc(-c4ccc(Cl)nc4)cc3)C(CC(C)C)C2=O)nn1 (centres undefined)	-4	-0.2	-12	-2	nt	10	nt	nt	11	nt
CCN(C[C@H]1N[C@@](Cc2ccccc2)(C(=O)OC)[C@H]2C(=O)N(Cc3ccccc3)C(=O)[C@@H]12)S(=O)(=O)c1ccc(C(F)(F)F)cc1	0	-0.2	-2	-5	nt	0	-3	-2	26	nt
COc1ccc(C(=O)NCCS(=O)(=O)N2CCOCC2)cc1	2	2.0	6	2	nt	6	-1	-8	1	nt
COc1ccc(NC(=O)c2ccc3c(c2)S(=O)(=O)c2ccccc2C3=O)cc1	2	-0.3	2	-12	nt	8	-4	-3	-2	nt
CCCC(=O)Nc1ncnc2c1ncn2[C@@H]1O[C@@H]2COP(=O)(O)O[C@H]2[C@H]1OC(=O)CCC	0&2	0.4&0.1	1&4	6&-5	-6	-1&6	1	-3	2&-2	-15
CC(NS(=O)(=O)c1ccc2c(c1)C(=O)c1cc(S(=O)(=O)NC(C)C(=O)O)ccc1-2)C(=O)O (centres undefined)	-2	2.3	-60	?	4	7	3	-5	8	-20

# In another format: entries from further up.
# Order of values – Anthrax LF prot | BoNT A protease | PrPC surface inh | BoNT-F LC inh | SARS 3CLpro inh | MazEF act | Rv3671c inh | SSB-PriA inh | CCHFV vOTU inh | VHR inh abs
> O=c1cc(O)n(Cc2ccc(F)cc2)c(=O)[nH]1
  -15 | -2.4 | -2 | 10 | 0 | -7 | nt | 2 | -14 | -11
> COc1ccc2c(c1)OC1=C(C(=O)CCC1)C2C1=C(O)CCCC1=O (centres undefined)
  -2 | -0.3 | -2 | -3 | -5 | -3 | 4 | -16 | -3 | 17
> Cc1ccccc1NC(=S)N(C)Cc1cccs1
  -3 | -0.1 | 7 | -19 | -3 | 7 | -1 | 0 | -6 | 4
> CC1CN(C(=O)COC(=O)c2cc(Cl)ccc2[N+](=O)[O-])CC(C)O1 (centres undefined)
  2 | 2.4 | -8 | 3 | 2 | -5 | 5 | -6 | 13 | -8
> O=c1[nH]cnc2c1c(-c1ccccc1)cn2-c1ccc(Br)cc1
  -2 | 0.3 | -4 | 0 | -1 | -6 | -7 | -4 | -13 | 1
> CN(CC(=O)Nc1cccc(F)c1)C(=O)c1cn(-c2ccccc2)nc1-c1ccc(Cl)cc1
  1 | -1.1 | 1 | 1 | nt | -1 | -112 | 3 | 17 | nt
> N#Cc1cccc(NC(=O)COC(=O)c2cccc(N3C(=O)c4ccccc4C3=O)c2)c1
  4 | 0.0 | -5 | 4 | -6 | -5 | -15 | -12 | -15 | 32

# Later entries:
Molecule	Anthrax LF prot	BoNT A protease	PrPC surface inh	BoNT-F LC inh	SARS 3CLpro inh	MazEF act	Rv3671c inh	SSB-PriA inh	CCHFV vOTU inh	VHR inh abs
COc1ccccc1C(=O)Nc1ccccc1C(=O)N1CCCC1	1	0.4	-3	11	-4	1	-1	-7	-3	6
CSc1ccc(S(=O)(=O)N(CC(=O)NCc2ccccn2)c2ccc(C)cc2)cc1	-4	-0.5	-2	21	3	-42	-4	2	5	20
C=C(C)CSc1cc(C)c(C#N)c2nc3ccccc3n12	7	19	-13	8	4	1	4	-10&-9&-9	-19	-10
COC(=O)C1CC(O)CN1S(=O)(=O)c1ccc2ccccc2c1 (centres undefined)	nt	nt	-5	nt	nt	0	1	-7	-3	nt
Cn1c(CC(=O)NNC(=O)c2ccc(Cl)nc2)nc2ccccc21	-3	-0.2	-3	2	nt	-9	3	-9	-2	nt
Cn1c(=O)c2c(nc(SCc3nc(N)nc(N4CCCCC4)n3)n2C)n(C)c1=O	-1	0.5	-4	7	-2	-4	4	0	5	3
COc1cc(OC)cc(C(=O)Nc2ccccc2S(=O)(=O)N2CCCC2OC(C)=O)c1 (centres undefined)	13	-3.8	4	3	3	-2	-7	2	0	6
CC1(CC(=O)N/N=C/c2ccc(-c3cccc(C(F)(F)F)c3)o2)OCCO1	3	1.0	3	7	8	3	-2	nt	35*	-1
Cc1ccc(S(=O)(=O)NC2(C(F)(F)F)C(=O)Nc3c2c(=O)n(C)c(=O)n3C)cc1 (centres undefined)	-7	-0.5	-3	2	-2	7	6	1	2	19
COc1ccc(C2=NN(CN3C(=O)C(=O)c4ccccc43)C(c3ccc(Br)cc3)C2)cc1 (centres undefined)	-4	-1.4	3	-3	0	13	4	-3	16	37
COc1ccccc1S(=O)(=O)N1CCN(S(=O)(=O)c2ccccc2C#N)CC1	-9	1.0	3	2	-3	-7	-6	-3	-6	10
COc1ccc([N+](=O)[O-])cc1NC(=O)CCNC(=O)Cn1ccc2ccccc2c1=O	-8	1.1	-9	0	-1	8	-3	13	18	13
COc1ccc(CC(=O)Nc2nnc(C(C)C)s2)cc1	-2	-0.2	-4	-4	-1	2	nt	1	-7	18
CC(Oc1ccccc1)C(=O)N=C1SC2CS(=O)(=O)CC2N1c1cccc(F)c1 (centres undefined)	-1	0.3	-9	1	-2	3	-4	5	13	12
COCCn1nnnc1C(c1ccccn1)N1CCN(c2cc(Cl)ccc2C)CC1 (centres undefined)	0	1.4	9	-3	-2	-7	3	-7	11	33
O=C1Nc2ccccc2N=C(c2ccccc2)C1N(Cc1ccc(F)cc1)C(=O)c1cccnc1 (centres undefined)	1	1.0	-8	1	nt	nt	nt	nt	-3	nt
CCCc1cc(=O)[nH]c2nnc(SCC(=O)Nc3ccc(C(C)=O)cc3)n12	4	3.0	-1	6	nt	1	0	1	-9	nt
COc1ccccc1S(=O)(=O)Cc1ccc(C(=O)NC2CCCCC2)o1	nt	nt	2	nt	-1	8	-6	-11	-5	13
CC1=C(C(=O)NCc2ccccc2)C(c2cccs2)NC(=S)N1 (centres undefined)	0	-0.6	4	2	0	0	4	-3	0	17
CN(C)C(=O)CCc1ccc2c3c([nH]c2c1)[C@]1(CCc2ccccc2)[C@@H](C(=O)N2CCCCC2)C[C@H](CC(=O)NCCc2ccccn2)C(=O)N1CC3	-7	-0.2	4	-3	nt	4	nt	-2	5	nt

# Entries of single compounds, quoted from the list. Order of screens: Anthrax LF prot, BoNT A protease, PrPC surface inh, BoNT-F LC inh, SARS 3CLpro inh, MazEF act, Rv3671c inh, SSB-PriA inh, CCHFV vOTU inh, VHR inh abs
# COc1ccccc1S(=O)(=O)N1CCN(S(=O)(=O)c2ccccc2C#N)CC1 as listed: -9, 1.0, 3, 2, -3, -7, -6, -3, -6, 10
# COc1ccc(CC(=O)Nc2nnc(C(C)C)s2)cc1 as listed: -2, -0.2, -4, -4, -1, 2, nt, 1, -7, 18

# Other compounds.
Molecule	Anthrax LF prot	BoNT A protease	PrPC surface inh	BoNT-F LC inh	SARS 3CLpro inh	MazEF act	Rv3671c inh	SSB-PriA inh	CCHFV vOTU inh	VHR inh abs
Cc1cc2ccccc2c(=O)n1CC(=O)NCc1ccco1	2	-0.3	-3	-9	1	3	-6	0	0	4
COC(=O)c1cc(=O)n(Cc2ccco2)c(=Nc2ccc(F)cc2)s1	-12	-0.2	nt	-10	4	0	-8	5	nt	3
CC1CCN(C(=O)C(NS(=O)(=O)c2cccc3nsnc23)C(C)C)CC1 (centres undefined)	-1	-0.8	-39	-5	7	-7	4	-3	14	-10
COc1ccc(Cc2noc(COc3ccc(Cl)cc3)n2)cc1	-3	-1.0	-1	-5	2	-7	-8	-134	-1	7
COc1cccc(-c2nc(C#N)c(N3CCN(C(=O)c4ccco4)CC3)o2)c1	-1	1.7	-6	-7	3	1	2	0	-12	30
CCCC(C)NC(=O)CSc1nc2ccc(C)cc2[nH]1 (centres undefined)	-4	0.7	0	-3	0	-10	-3	-18	8	17
Cc1cc(=O)[nH]c(SCC(=O)N2C(C)CCCC2C)n1 (centres undefined)	2	1.7	1	4	5	-22	-2	-9	1	-9
Cc1cccc(Cc2cccc(C)c2O)c1O	0	-0.2	2	-10	nt	-18	nt	-22	7	nt
COc1ccc(/C=C(/NC(=O)c2ccccc2)C(=O)N2CCCCC2)cc1	0	1.7	1	5	-2	-17	1	-5	-6	1
O=C(Nc1ccccc1)OCCN1CCOCC1	-10	0.1	2	0	nt	11	nt	-15	-4	nt
CN(C)c1cccc(C(=O)NCCCn2ccc3ccccc32)c1	2	-2.1	11	0	2	-31	2	17	11	12
Cc1ccc(C2CC(c3ccccc3)=NN2C(=S)Nc2ccccc2)o1 (centres undefined)	-10	-1.0	3	9	-1	2	-18	7	5	-38
COc1ccc(Cl)cc1NC(=O)CN(C)CC(=O)NCc1ccc(F)cc1	-2	-0.6	-3	-2	nt	-3	-2	-3	-10	nt
CCCCOc1ccccc1Cn1c(=O)oc2ccc(C)cc21	?	-1.1	4	-4	8	-5	-3	-23	7	0
CC1(C)CC(=O)C(CC2C(=O)CC(C)(C)CC2=O)C(=O)C1	7	-0.5	3	4	-7	1	11	-5	7	-17
Cc1ccsc1-c1n[nH]c(=S)n1C1CCCCC1	3	0.5	8	-1	2	-3	-3	-1	7	8
COc1ccc(CCn2nc(C)c([N+](=O)[O-])c2C)cc1	-3	-7.7	-1	-17	2	3	-3	9	-3	6
CS(=O)(=O)N(CC(=O)N1CCCCCC1)c1cc(Cl)ccc1Cl	5	-0.1	10	2	2	3	7	-11	-8	7

# Only part of the results is shown, so the mix of outcomes need not match the whole.
